Bioassay records deposited in PubChem BioAssay by National Center for Advancing Translational Sciences (NCATS).
ELG1 repair inh: blocks ELG1-dependent DNA repair in HEK293T cells; HEK293T ELG1-luciferase reporter, luminescence, 16 h; DNA damage induced by 5-fluorouridine; Potency, µM (series often up to 46.1 µM), for the others: at the highest dose activity change, negative = inhibition, hits mostly inhibitors; 330,000 compounds, 2.3% hits; also: potency is read from the fitted curve at half-maximal effect; % is scaled to controls: 0 for no effect and ±100 for the full control effect; nearly all actives have a fitted effect of over 55% in size
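DMSO vehicle served as the neutral condition. Each well held 2,000 cells given 5-fluorouridine plus compound; after 16 hr at 37 °C/5% CO2, ONE-Glo was added and luciferase measured 30 min later.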
Integrin act MD: integrin-mediated muscular dystrophy alleviation activation | alpha7betagal myoblasts, beta-gal FDG fluorescence, 48 h | Potency, µM (doses to about 38.3 µM), for the others: at the highest dose activation, hits mostly activators | 350,000 compounds, 0.064% hits;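 also: potency is read from the fitted curve at half-maximal effect; 100% = response of the positive control SU9516; nearly all actives have a fitted effect of over 60% in size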
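alpha7betagal+/- myoblasts (passage 13, 250/well) treated 48 h at 37C with compounds at 1:260 dilution of DMSO stock. Lysed, then beta-galactosidase activity read as FDG fluorescence (ex 480/em 540) after 30 min, with pre-read for autofluorescence.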
AT treatment: potential ataxia-telangiectasia treatment | […] A-T fibroblasts, KAP-1 phosphorylation AlphaLISA; neocarzinostatin DNA damage 30 min before lysis | Potency, µM (series often up to 57.5 µM), for inactives: top-dose activation, actives largely listed as activators | 320,000 compounds, 0.19% hits; also: potency is read from the fitted curve at half-maximal effect; % of control where 0% means no effect; nearly all actives have a fitted effect of over 45% in size
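ATM-like activity read as KAP-1 phosphorylation via AlphaLISA donor/acceptor antibody pairs after lysis and 6 hr at 25C. Cells were ATM-null patient fibroblasts ([…], hTERT), dosed 60 min, then exposed to the DSB inducer NCS for 30 min.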
CXXC DNA block: MLL CXXC-DNA interaction inhibition; AID 2662; Potency, µM (top dose mostly 115 µM), for the others: at the highest dose activity change, negative = inhibition, most hits filed as inhibitors; 290,000 compounds, 0.037% hits; MLL-CXXC / FITC-HOXA9 DNA fluorescence polarization; Q03164; active = well fitted inhibition curve with a large enough effect in the polarisation, with a control signal flat, not every such curve was filed as active; inconclusive = small, poorly fitted or top-dose-only effect, or effect the other way, or a change in a side signal; inactive = no such curve, though single readings can be large or run the other way; the % refers to the polarisation; also: potency is read from the fitted curve at half-maximal effect
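Steps: dispense CXXC domain solution (7 uM) → pin compounds or unlabeled HOX-A9 DNA control → 5 min ambient → add FLSN-HOX-A9 solution (50 nM) → spin → 30 min ambient → fluorescence polarization. Tris pH 7.5/NaCl/DTT/BSA buffer.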
B2AR arrestin: agonists driving beta-arrestin recruitment to human beta2-adrenergic receptor. beta-arrestin recruitment to beta2AR, cell-based reporter. Potency, µM (highest dose often 46.1 µM), without a hit: at the top dose activation, most hits filed as activators. 330,000 compounds, 0.02% hits;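 also: potency is read from the fitted curve at half-maximal effect; 0% = DMSO controls and full agonism = EC100 isoproterenol or metaproterenol; nearly all actives have a fitted effect of over 65% in size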
Target sequence (P07550 whole entry, looked up): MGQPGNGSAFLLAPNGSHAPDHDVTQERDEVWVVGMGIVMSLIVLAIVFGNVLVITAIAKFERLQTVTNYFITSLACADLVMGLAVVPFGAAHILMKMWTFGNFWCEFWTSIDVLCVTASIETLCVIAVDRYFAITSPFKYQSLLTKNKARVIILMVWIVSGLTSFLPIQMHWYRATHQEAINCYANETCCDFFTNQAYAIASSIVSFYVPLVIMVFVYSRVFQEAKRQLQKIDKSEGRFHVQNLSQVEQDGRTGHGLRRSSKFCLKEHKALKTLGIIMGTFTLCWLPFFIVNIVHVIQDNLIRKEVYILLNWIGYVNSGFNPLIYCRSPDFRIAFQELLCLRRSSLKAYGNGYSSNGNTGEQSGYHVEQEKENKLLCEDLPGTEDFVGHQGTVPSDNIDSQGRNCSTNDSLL
TCR act: activators of T cell receptors | primary human leukocytes, anti-CD3, IL-2 HTRF, 48 h | Potency, µM (doses to about 9.22 µM), for inactives: at the top dose activation of IL-2 secretion, usual class: activators | 330,000 tested, under 10 active | AID 504894; also: % of control where 0% means no effect
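IL-2 produced over 48 hr by a-CD3 bead-stimulated primary human leukocytes exposed to compounds was detected with a homogeneous time-resolved FRET immunoassay, 665nm acceptor signal after 320nm excitation.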
PTAP TSG101 blk: blocks PTAP/TSG101 interaction to inhibit HIV-1 budding; 340,000 tested, under 10 active; Potency, µM (doses to about 115 µM), without a hit: at the highest dose activity change, negative = inhibition, hits mostly inhibitors; AID 493005; Fluorescence polarization, FITC-PTAP peptide / Tsg101 binding; active = well fitted inhibition curve with a large enough effect in the main read-out, with a control signal flat, not every such curve was filed as active; inconclusive = small, poorly fitted or top-dose-only effect, or effect the other way, or a change in a side signal; inactive = no such curve, though single readings can be large or run the other way; also: potency is read from the fitted curve at half-maximal effect; % of control where 0% means no effect
Target sequence (Q99816 whole entry, looked up): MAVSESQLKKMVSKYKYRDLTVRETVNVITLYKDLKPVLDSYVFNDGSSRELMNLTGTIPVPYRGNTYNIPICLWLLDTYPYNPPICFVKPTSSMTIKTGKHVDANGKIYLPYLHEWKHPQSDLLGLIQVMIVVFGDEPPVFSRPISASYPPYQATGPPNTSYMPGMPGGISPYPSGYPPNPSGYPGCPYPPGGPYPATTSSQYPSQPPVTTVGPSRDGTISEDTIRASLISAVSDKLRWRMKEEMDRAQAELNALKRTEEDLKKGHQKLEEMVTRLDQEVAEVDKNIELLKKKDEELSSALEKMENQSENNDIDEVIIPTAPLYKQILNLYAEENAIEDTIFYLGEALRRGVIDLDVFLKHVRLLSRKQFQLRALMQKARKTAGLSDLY
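Fluorescence polarization binding of Tsg101 binding domain (10 uM final) to FITC-labeled PTAP peptide (50 nM final) in HEPES pH 7.5 buffer with NaCl, Tween 20, EDTA, TCEP. Compounds added before peptide; binding 20 min at RT.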
TRPV1 ag: activates the human vanilloid receptor TRPV1. AID 540275. 320,000 compounds, 0.19% hits. TRPV1-expressing cells, Fluo-8 calcium influx, agonist mode. activation, % at 8.33 µM; in the data active = activation above about 80%; inconclusive = between about 30% and that limit; also: 0% is about no effect
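Cells expressing TRPV1 were dye-loaded with Fluo-8 and read kinetically: 10 s baseline, 3 min after compound (agonist portion), then 2 min after EC20 capsaicin (allosteric enhancer portion). Calcium-bound dye fluorescence at 480/520 nm.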
p53 reactivator: re-activators of mutant p53 | AID 504706 | Potency, µM (titrated, usually from 92.2 µM), inactives show at the highest dose activity change, positive = activation, hits mostly activators | H1299 p53-A138V BP100-luciferase reporter, luminescence, 24 h | 320,000 compounds, 0.063% hits; also: potency is read from the fitted curve at half-maximal effect; % of control where 0% means no effect; nearly all actives have a fitted effect of over 45% in size
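p53-null H1299 cells stably carrying temperature-sensitive p53-A138V and a BP100-luciferase reporter were pinned with compounds (4-point, 1:5 series) and held 24 hrs at 37 deg C. Luminescence was read 10 min after detection reagent.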
BRCA1 expr up: activators of BRCA1 expression. MCF7-BRCA1-FFLuc reporter, luminescence, 48 h; response scale: scaled: vehicle 0%, 10 µM genistein 100%. Potency, µM (titrated, usually from 46.1 µM), inactives show at the top dose activation, actives largely listed as activators. 380,000 compounds, 1.1% hits. AID 624202; also: potency is read from the fitted curve at half-maximal effect; nearly all actives have a fitted effect of over 80% in size; some results filed as inactive show a strong effect at the top dose
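Reporter cells (MCF7, BRCA1 promoter-firefly luciferase) received library compounds across a concentration series for 48 h. End-point luminescence was measured and concentration-effect curves derived after normalization.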
Numbers without * were called inactive; ? = inconclusive; nt = no result given; [ ] = remark or other dose. Unless noted, calls follow the shape of the dose curve; as a rule, active = well fitted curve in the direction sought with a large enough effect; inconclusive = small, poorly fitted or top-dose-only effect, or another doubt; inactive = no such curve, though single readings can be large; an effect the other way counts as inactive or inconclusive.

SMILES	ELG1 repair inh	Integrin act MD	AT treatment	CXXC DNA block	B2AR arrestin	TCR act	PTAP TSG101 blk	TRPV1 ag	p53 reactivator	BRCA1 expr up
Cc1cccc(N2CCN(C(=O)C3CCN(S(=O)(=O)N4CCOCC4)CC3)CC2)c1C	18µM*	11%	-2%	5%	-0.1%	0%	-3%	2	1%	-23%
Fc1ccccc1-c1nc(-c2ccc(Br)o2)no1	?	?	40%	-12%	0.8%	-5%	-2%	5	?	?
CCC(=O)Nc1ccc(C=C(C(C)=O)C(C)=O)cc1	?	-36%	-3%	2%	0.0%	-3%	1%	2	7%	-12%
CC(Nc1nc(-c2ccc(F)cc2)cs1)c1nc2cc(Cl)c(Cl)cc2n1CCCO (stereo not given)	nt	-47%[inhibitor]	nt	nt	nt	1%	2%	nt	nt	-76%[inhibitor]
COc1ccc(C(=O)c2c3ccccc3[n+]([O-])n2CCC(N)=O)cc1	17%	5%	-3%	nt	-0.4%	-6%	0%	0	-3%	3%
CCCN=C1N(CC)C[C@@H]2[C@@H]3C(=O)N(C)C(=O)[C@@H]3[C@](Cc3ccccc3)(C(=O)OC)N12	23%	20%	20%	nt	0.2%	-2%[46.1 µM]	-5%	nt	0%	13%
Cc1cccc(CN2CCN(CC(=O)NCCCN3CCN(c4ccc(F)cc4)CC3)C2=O)c1	-4%	-30%	-1%	0%	0.1%	-2%	-3%	2	2%	-53%
Cc1cc(Nc2ccc(C)c(C)c2)c2ccccc2n1	-25%	-35%[inhibitor]	0%	14%	-0.8%	4%	-1%	9	-7%	-2%
O=C(CN1C(=O)C2C3C=CC(C3)C2C1=O)Nc1cccc(S(=O)(=O)N2CCCC2)c1 (stereo not given)	-5%	20%	-2%	7%	-2.0%	-1%[46.1 µM]	0%	-1	-3%	2%
COc1ccccc1N1CCN(C(=O)c2cc(C3CC3)on2)CC1	13%	-33%	11%	-1%	0.3%	4%	-7%	?	4%	62%
Cc1cc(C(=O)N2CCCC(N3CCN(c4cccc(C(F)(F)F)c4)CC3)C2)n[nH]1 (stereo not given)	2%	-31%	9%	-2%	-0.7%	9%	-2%	0	-15%	13%
Cc1occc1C(=O)N1CCN(C(c2ccccc2)c2ccccc2)CC1	-25%	?	6%	-9%	0.1%	2%	1%	10	-32%[inhibitor]	0%[1.84 µM]
O=C(CNS(=O)(=O)c1ccc(F)cc1)N1CCN(c2ccccc2)CC1	-15%	-7%	-4%	-2%	-0.3%	0%	-6%	5	0%	-32%
Cc1cc(=O)oc2cc(OCC(=O)N3CC(=O)Nc4ccccc43)c(Cl)cc12	-7%	0%	12%	nt	-0.3%	4%	-5%	0	-10%	11%
Cc1cc(Cl)ccc1OCC(=O)Nc1ccccc1NS(=O)(=O)c1cccs1	-1%	7%	-8%	-3%	0.1%	-2%	-5%	11	7%	-9%
COc1ccc(N2CCN(C(=O)COC(=O)c3cccc(S(=O)(=O)Nc4ccccc4OC)c3)CC2)cc1	?	-3%	0%	nt	0.4%	2%	-1%	-3	3%	-39%
CC1=C(C(=O)Nc2ccccc2)C(c2ccccn2)n2ncnc2N1 (stereo not given)	nt	4%	nt	4%	nt	1%	0%	1	nt	-1%
C=C(C)CSc1nnc([C@@H]2CCCN2C(=O)OC(C)(C)C)o1	1%	4%	4%	-15%	0.5%	0%	-1%	7	56%	-13%
CC(=O)C1=C(O)C(=O)N(c2ccc(S(=O)(=O)Nc3nccs3)cc2)C1c1ccc([N+](=O)[O-])cc1 (stereo not given)	4%	-25%	0%	12%	0.0%	3%	-5%	-5	-4%	-6%
O=C(CC1NCCNC1=O)Nc1ccccc1 (stereo not given)	-1%	9%	-2%	-1%	0.5%	-1%	1%	3	3%	-2%
CCOc1ccccc1C(=O)NCC(=O)NNC(=O)c1cccs1	16%	-17%	3%	nt	-0.2%	8%	0%	nt	-5%	-17%
COc1ccc(/C(N)=C/C(=O)C(C)(C)C)cc1	?	7%	-2%	5%	0.2%	0%	5%	14	?	?
CC(=O)c1cccc(S(=O)(=O)NCC(C)(C)N2CCOCC2)c1	1%	21%	-9%	-2%	0.3%	-3%	1%	4	?	8%
CCOC(=O)C1(Cc2ccc(OC)cc2)CCN(C(=O)CCn2cccn2)CC1	6%	-2%	4%	-3%	-0.4%	2%	-1%	6	4%	5%
CN(C)c1ccc(-c2noc(C3CCN(C(=O)Nc4ccc(Cl)cc4)CC3)n2)cc1	?	2%	9%	-9%	-0.3%	1%	4%	?	11%	0%

Continuation.
SMILES	ELG1 repair inh	Integrin act MD	AT treatment	CXXC DNA block	B2AR arrestin	TCR act	PTAP TSG101 blk	TRPV1 ag	p53 reactivator	BRCA1 expr up
O=C(NC1CCCCCC1)c1cccc(N2CCCC2=O)c1	?	-19%	nt	3%	-1.8%	-6%	-8%	-2	14%	2%
CCN(CC(=O)Nc1cc(Cl)cc(Cl)c1)CC(=O)NC1CCS(=O)(=O)C1 (stereo not given)	-1%	1%	7%	nt	0.2%	-3%	-1%	nt	-8%	-4%
O=C(CN(C1CCCCC1)S(=O)(=O)c1ccc(Br)cc1)NCc1ccncc1	18%	6%	-1%	2%	-0.6%	-7%	0%	?	-8%	-23%
CCc1ccc2c(c1)/C(=N/OC)C(=O)N2	19%	15%	4%	6%	3.1%	3%[46.1 µM]	0%	-5	-11%	-20%
Cc1nc2c(ncn2-c2ccccc2)c(=O)n1NC(=O)CN1CCOCC1	-7%	-25%	7%	-4%	0.3%	6%	-3%	2	3%	8%
CCC(C)c1ccccc1NC(=O)CN(C)CCOc1ccc(Cl)cc1 (stereo not given)	-25%	-1%	10%	9%	-0.6%	11%	-9%	?	-6%	-34%
O=C(CNC(=O)c1cccs1)OCC(=O)c1ccc([N+](=O)[O-])cc1	-15%	11%	3%[11.5 µM]	-3%	-0.9%	2%	-5%	1	2%	3%
CC1CCc2c(sc(/N=C/c3cccnc3)c2C(N)=O)C1 (stereo not given)	?	3%	-23%	1%	0.3%	-3%	1%	-1	3%	32%
NC(=O)c1ccc(NC(=O)c2ccc3c(c2)OCO3)cc1	?	15%	7%	0%	-0.2%	nt	-1%	16	28%	92%
CCOc1cc(/C=C(\C#N)C(=O)NCC2CCCO2)ccc1O (stereo not given)	11%	-13%	-3%	-8%	0.3%	3%[46.1 µM]	-1%	-4	-4%	-22%
COc1ccc(C2C(C#N)=C(N)Nc3nc4ccccc4n32)cc1 (stereo not given)	20%	28%	3%	-3%	-0.9%	1%[46.1 µM]	-3%	-4	14%	10%
CCc1ccccc1N(CC)C(=O)CCc1nc(-c2ccc(C)cc2)no1	2%	-2%	6%	-4%	3.8%	-3%	-1%	2	0%	-27%
O=C1/C(=C/c2cccs2)Sc2ccccc21	?	-5%	-2%	-5%	-0.1%	6%[46.1 µM]	1%	5	?	14%
O=C(COC(=O)C1=COCCO1)Nc1ccccc1Oc1ccccc1	20%	-24%	-6%	38%[activator]	-0.6%	-3%	-2%	-16	-6%	0%
CCCC[C@@H]1C=C(C(=O)O)[C@H](c2ccc(Cl)cc2)N1S(=O)(=O)c1ccc(C)cc1	6%	0%	-15%	nt	-0.5%	-3%	-5%	nt	13%	0%
C/C(=N/NC(=O)c1ccncc1)c1ccc(NC(=O)c2ccc(Cl)cc2Cl)cc1	?	-23%	2%	-7%	-0.2%	-9%	0%	-2	21%	?
O=C(/C=C/c1ccc(F)cc1)N1CCCc2ccccc21	?	30%	1%	4%	0.0%	-5%	-1%	?	25%	80%
COc1cc(OC)c(C(=O)NCc2ccc3c(c2)OCO3)cc1OC	-11%	14%	-1%	2%	-1.0%	4%	-2%	2	7%	10%
CC(=C1C(=O)c2ccccc2C1=O)N1CCN(Cc2ccccc2)CC1	9%	-15%	-24%	-10%	-0.4%	3%	-5%	-3	3%	3%
N#CC(C#N)=CN=c1ccn(Cc2ccc(Cl)cc2Cl)cc1	?	-70%[inhibitor]	-6%	-4%	0.4%	nt	-11%	2	-14%	-45%
CC(=O)N(Cc1ccccc1)c1ncc2c(n1)c(=O)c(C#N)c1ccccn12	-7%	11%	6%	-27%	0.0%	nt	-7%	1	-4%	2%
Brc1ccc(C2=Nn3c(Cn4nnc5ccccc54)nnc3SC2)cc1	-4%	19%	2%	-9%	0.2%	1%	-9%	1	-3%	8%
CCN1CCN(c2ccc(S(=O)(=O)N3CCCCC3)cc2NC(=O)COc2ccccc2)CC1	-12%	5%	5%	nt	0.2%	1%	-4%	11	13%	-14%

3 of the entries above in order of their number in TRPV1 ag, ascending.
| smiles | TRPV1 ag |
| --- | --- |
| CCc1ccc2c(c1)/C(=N/OC)C(=O)N2 | -5 |
| Cc1cc(=O)oc2cc(OCC(=O)N3CC(=O)Nc4ccccc43)c(Cl)cc12 | 0 |
| NC(=O)c1ccc(NC(=O)c2ccc3c(c2)OCO3)cc1 | 16 |
